BoNT-A LC inh2: BoNT A light chain protease inhibition; multiplex microsphere protease substrate cleavage, flow cytometry; inhibition, % at 10 µM; 360,000 tested, 0.17% active; AID 588499; also: plate controls were buffer without enzyme for full effect and enzyme alone for no effect
BoNT-F LC inh: BoNT F light chain protease inhibition. Multiplex microsphere protease cleavage assay, flow cytometry. inhibition, % at 10 µM. 360,000 tested, 0.22% active. AID 588497; in the data active = inhibition above about 35%, passing the limit was not always enough; inconclusive = no clear call, values can overlap the other calls; also: plate controls were buffer without enzyme for full effect and enzyme alone for no effect
PfHsp40 rescue: rescue of PfHsp40-mediated yeast toxicity; S. cerevisiae expressing PfHsp40, growth rescue, ATP luminescence; growth rescue, % at 12.5 µM; 340,000 tested, 0.68% active; AID 504582; in the data active = growth rescue above about 28%, passing the limit was not always enough; inconclusive = no clear call, values can overlap the other calls;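 also: yeast W303a lacking pdr1 and pdr3 grown in galactose medium; growth measured after three days at 30 °C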
FadD28 binding: blocks FadD28 binding to the bisubstrate probe. fluorescence polarization. inhibition, % at 12.5 µM. 360,000 tested, 0.22% active; in the data active = inhibition above about 8.5%, passing the limit was not always enough; inconclusive = no clear call, values can overlap the other calls
PrPC TRFRET: cell surface PrPC inhibition, primary TR-FRET screen; P04156; inhibition, % at 13.8 µM; TR-FRET read-out; AID 720596; 370,000 tested, 0.43% active; in the data active = inhibition above about 24%; also: 0% = median of the test wells and 100% = reference compound wells
Anthrax LF inh2: inhibitors of Bacillus anthracis lethal factor protease; 360,000 tested, 0.12% active; multiplex microsphere protease cleavage assay, LF; inhibition, % at 10 µM; P15917; AID 588501; also: plate controls were buffer without enzyme for full effect and enzyme alone for no effect
Target sequence (P15917 whole entry, looked up): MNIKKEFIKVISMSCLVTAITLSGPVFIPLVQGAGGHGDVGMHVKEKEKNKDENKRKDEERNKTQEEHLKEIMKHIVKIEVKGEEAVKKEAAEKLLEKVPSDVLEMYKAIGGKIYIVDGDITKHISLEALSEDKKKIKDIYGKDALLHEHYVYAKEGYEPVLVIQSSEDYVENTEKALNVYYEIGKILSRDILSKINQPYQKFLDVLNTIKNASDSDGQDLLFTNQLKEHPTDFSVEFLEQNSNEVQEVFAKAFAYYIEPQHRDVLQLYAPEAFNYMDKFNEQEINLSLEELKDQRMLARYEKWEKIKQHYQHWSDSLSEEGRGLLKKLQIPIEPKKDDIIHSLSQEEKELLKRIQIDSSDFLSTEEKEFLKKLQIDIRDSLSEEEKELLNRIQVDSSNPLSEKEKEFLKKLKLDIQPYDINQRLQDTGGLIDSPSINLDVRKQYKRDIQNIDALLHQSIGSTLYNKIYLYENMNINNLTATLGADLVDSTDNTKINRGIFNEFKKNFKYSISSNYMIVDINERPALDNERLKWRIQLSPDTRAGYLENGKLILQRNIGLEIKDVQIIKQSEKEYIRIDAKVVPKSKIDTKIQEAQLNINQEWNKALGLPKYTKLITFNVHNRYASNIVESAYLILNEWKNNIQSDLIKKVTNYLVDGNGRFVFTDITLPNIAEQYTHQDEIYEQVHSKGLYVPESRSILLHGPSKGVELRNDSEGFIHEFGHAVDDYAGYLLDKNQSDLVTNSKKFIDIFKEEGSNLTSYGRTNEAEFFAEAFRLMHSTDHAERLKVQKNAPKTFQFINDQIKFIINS
TcdB inh: TcdB glycohydrolase inhibition; TcdB glycohydrolase enzymatic assay, plate reader; inhibition, % at 9.99 µM; 350,000 tested, 0.24% active; in the data active = inhibition above about 10%
Yp Topo-I inh: inhibitors of Yersinia pestis topoisomerase I; 360,000 tested, 0.064% active; Y. pestis Topo-I cleavage product accumulation, plate reader; activity, % at 10 µM; in the data active = activity above about 50%, passing the limit was not always enough; inconclusive = no clear call, values can overlap the other calls; also: inactives centre near 2
CCHFV vOTU inh: blocks the CCHF virus ovarian tumor domain protease | AID 651958 | 370,000 tested, 0.55% active | inhibition, % at 11.5 µM | CCHFV vOTU protease, Pep-AMC fluorescence; in the data active = inhibition above about 30%; also: 0% = vehicle wells with enzyme and 100% = no enzyme wells
The depositor's hits bear a star; u = inconclusive; x = not tested or not shown; & = joins results of further samples. Rule as the data show it, unless noted: active = inhibition above about 30%; inconclusive = no clear call, values can overlap the other calls; inactive = below that. Hits appear at their usual frequency. Share with any hit: about 2.3%.

SMILES	BoNT-A LC inh2	BoNT-F LC inh	PfHsp40 rescue	FadD28 binding	PrPC TRFRET	Anthrax LF inh2	TcdB inh	Yp Topo-I inh	CCHFV vOTU inh
Cc1ccn2cc(CNC(=O)c3ccc(Br)o3)nc2c1	-1.0	-18	1.4	-1.5	15	-7	-0.7	2	-5
CCC1CSC(=Nc2ccc(C)cc2)N1C(=O)CN1C(=O)NC2(CCCC2)C1=O (stereo not drawn)	-1.0	-1	-0.1	-2.6	9	2	2.2	26	8
CNCCCOc1ccc(Cl)cc1C(C)(C)C	0.9	-3	-0.2	-6.1	-21	-8	4.2	-13	19
Cc1ccc(C(NC(=O)Nc2ccccn2)C(Cl)(Cl)Cl)cc1F (stereo not drawn)	-0.5	-12	0.6	x	-3	8	0.2	8	2
CCN(c1cccc(C)c1)S(=O)(=O)c1c(C)[nH]c(=O)[nH]c1=O	0.4	-8	-1.4	-0.1	-8	7	x	2	-8
CCOC(=O)C1(C)CCN1C(=O)c1ccc(OC)cc1 (stereo not drawn)	-0.2	-2	x	-4.3	5	1	0.5	5	-10
CCNC(=O)c1ccc(CSc2ccc(Cl)cc2)cc1	0.2	-1	0.1	-1.8	12	1	0.6	5	-12
S=C(NCc1ccc(Cl)cc1)N1CCN(c2ccccn2)CC1	0.4	0	0.1	-0.6	-2	-6	0.2	13	3
Cc1cccc(C(C)C)c1NC(=O)CN(C)Cc1cccc(F)c1	0.2	-1	0.9	-2.1	5	-2	-0.8	20	-7
Cc1ccc(S(=O)(=O)N[C@@H](Cc2ccccc2)C(=O)CCl)cc1	-0.4	0	u	0.0	-11	0	1.5	5	-2
COc1cc(C)c(CN2CCC(n3nccc3NC(=O)C3CC3)CC2)cc1C	-2.8	-13	0.4	-1.8	-13	-1	1.1	-2	20
COc1ccc(CC(=O)Nc2cc(C)ccn2)cc1OC	-1.4	u	-0.7	-2.0	7	-10	1.1	3	4
Cc1ccc(NC2CNC(=O)NC2=O)cc1C (stereo not drawn)	-1.2	-8	0.3	0.0	3	0	2.0	-3	1
CC(CNC1CCCCC1)OC(=O)c1ccccc1 (stereo not drawn)	-0.7	-1	-0.6	-2.5	8	1	1.2	1	15
O=C(N/N=C/c1c(O)ccc2ccccc12)c1ccc[n+](CCO)c1	13	-21	u	-0.6	-15	3	-25	-10	10
CCC1(c2ccccc2)NC(=O)N(CC(=O)N(C)CC(=O)Nc2ccc(F)c(F)c2F)C1=O (stereo not drawn)	-5.2	u	0.1	-1.5	1	1	0.5	-1	-6
COc1ccc2c(c1)nc(SCC(O)c1ccccc1)n2C (stereo not drawn)	-0.7	-4	-1.4	-0.6	8	-2	-0.4	-12	-3
O=C(CNC(=O)c1ccc(Br)o1)NC1CCCCC1	1.1	3	-0.1	0.6	9	4	1.5	6	4
CCOC(=O)C(NC(=O)CC)(Nc1ccc(C(O)(C(=O)OCC)C(F)(F)F)cc1C)C(F)(F)F (stereo not drawn)	0.2	4	0.4	-2.5	4	-6	x	1	-11
COc1ccc(OC)c(NC(=O)CSc2nnc(Cn3c(=O)sc4ccccc43)n2C)c1	-0.8	-3	-1.0	-2.3	-5	-8	-0.4	3	-1
Cc1cccc(N2CCN(C(=O)N3CCCCC3)CC2)c1C	-1.3	-4	0.2	2.6	6	-3	0.7	7	-4
COc1ccc(C(=O)NC(=S)Nc2nc(-c3ccc(OC)c(Br)c3)cs2)cc1Br	3.3	7	0.6	-2.4	-8	0	0.3	1	9
CC(C)CC(NC(=O)c1ccccc1NC(=O)c1ccccc1)C(=O)O (stereo not drawn)	-0.5	1	0.2	-2.5	0	0	-0.1	-8	-13
COc1ccc(CC(=O)N(C)CC(=O)Nc2ccccc2Cl)cc1S(=O)(=O)N1CCOCC1	3.0	2	-1.6	x	-12	-1	-0.9	-7	9
Cc1ccc([N+](=O)[O-])c(OCCN2C(=O)NC(C)(C)C2=O)c1	-0.6	-4	0.2	-3.7	-8	-1	1.0	-1	-4
C[C@H](CO)N1C[C@H](C)[C@@H](CN(C)Cc2ccc(Cl)c(Cl)c2)OCc2cnnn2CCCC1=O	-0.6	-9	x	-4.7	4	-1	1.1&2.3	31	-1
CCn1c(Cc2ccccc2)nnc1SCC(=O)Nc1ccc(N2CCOCC2)c(Cl)c1	0.4	-1	-1.4	1.2	3	-5	x	21	5
CCCOc1ccc(C2C(C(=O)c3ccc(C)o3)=C(O)C(=O)N2CCN2CCOCC2)cc1OC (stereo not drawn)	-1.1	1	0.6	-0.7	-4	6	x	1	-17
COC(=O)c1cc(OC)c(OC)cc1NC(=O)Nc1ccc(OC)cc1OC	0.1	0	-0.7	-4.9	0	-1	x	6	-1
CCNC(=S)N1CCN(Cc2ccc3c(c2)OCO3)CC1	-0.7	-6	1.0	1.2	1	-2	-0.9	1	0
CC(=O)c1cccc(NC(=O)N2CCCC2C(=O)Nc2cccc(C)c2C)c1 (stereo not drawn)	0.6	3	-0.5	-4.2	2	1	x	3	0
CCC(=O)OC1(c2cccc(C)c2)CC(C)N(C)CC1C (stereo not drawn)	0.1	2	0.3	-1.2	-1	2	x	-3	19
O=C1NCCN1Cc1ccc(Cl)cc1	-0.6	-13	1.3	-0.7	11	-6	x	3	17
CCCCc1c(-c2cccc(Br)c2)ncn1CCc1ccccc1OC	-1.1	-5	x	x	10	-3	1.2	x	20
COc1ccc(NS(=O)(=O)c2ccc(OC)c(OC)c2)cc1OC	-1.4	-4	-0.3	-3.0	3	-5	x	-3	0
CCOC(=O)N1CCN(C(=O)c2cccc(S(=O)(=O)Nc3ccc(Br)cc3)c2)CC1	1.3	17	2.6	0.2	8	7	3.5	14	-8
C=CC[C@@H](CC(=O)N(CCO)Cc1ccccc1)C(=O)N[C@H](COC(=O)[C@@H](CC=C)CC(=O)OC(C)(C)C)Cc1ccccc1	-0.1	6	11	-1.6	6	-5	-2.4	38	37*
CCn1ncc(CNC(=O)CCCSc2nc(-c3ccco3)cc(C(F)(F)F)n2)c1C	-0.4	-2	-0.8	-3.5	1	7	x	21	2
CCCS(=O)(=O)c1c(S(=O)(=O)CCC)c2cc(-c3ccncc3)ccn2c1C(=O)OC	0.3	6	-0.9	-15	-38	4	0.8	16	-205
COc1ccc(CCNS(=O)(=O)c2cc(C(=O)O)c(Cl)cc2Cl)cc1	0.2	2	0.4	-0.8	2	-9	x	-5	2

Five entries from above, in markdown:
| mol | BoNT-A LC inh2 | BoNT-F LC inh | PfHsp40 rescue | FadD28 binding | PrPC TRFRET | Anthrax LF inh2 | TcdB inh | Yp Topo-I inh | CCHFV vOTU inh |
| --- | --- | --- | --- | --- | --- | --- | --- | --- | --- |
| CCCCc1c(-c2cccc(Br)c2)ncn1CCc1ccccc1OC | -1.1 | -5 | x | x | 10 | -3 | 1.2 | x | 20 |
| COc1ccc(NS(=O)(=O)c2ccc(OC)c(OC)c2)cc1OC | -1.4 | -4 | -0.3 | -3.0 | 3 | -5 | x | -3 | 0 |
| CCOC(=O)N1CCN(C(=O)c2cccc(S(=O)(=O)Nc3ccc(Br)cc3)c2)CC1 | 1.3 | 17 | 2.6 | 0.2 | 8 | 7 | 3.5 | 14 | -8 |
| C=CC[C@@H](CC(=O)N(CCO)Cc1ccccc1)C(=O)N[C@H](COC(=O)[C@@H](CC=C)CC(=O)OC(C)(C)C)Cc1ccccc1 | -0.1 | 6 | 11 | -1.6 | 6 | -5 | -2.4 | 38 | 37* |
| CCn1ncc(CNC(=O)CCCSc2nc(-c3ccco3)cc(C(F)(F)F)n2)c1C | -0.4 | -2 | -0.8 | -3.5 | 1 | 7 | x | 21 | 2 |

Further results
SMILES	BoNT-A LC inh2	BoNT-F LC inh	PfHsp40 rescue	FadD28 binding	PrPC TRFRET	Anthrax LF inh2	TcdB inh	Yp Topo-I inh	CCHFV vOTU inh
COC(=O)c1ccc(NC(=O)COC(=O)CCC2CCCC2)cc1	x	x	7.4	2.0	-2	x	0.7	20	10
Nc1sc2c(c1C(=O)NC1CC1)CCCC2	-0.3	-7	0.0	0.0	3	-4	-0.1	1	-8
Cc1nnsc1C(=O)NC(C)C12CC3CC(CC(C3)C1)C2 (stereo not drawn)	1.1	-5	-0.3	-1.0	2	-3	0.3	0	11
Cc1ccsc1C(=O)NNC(=O)c1csc(N2CCOCC2)n1	-0.5	1	5.0	-3.8	2	3	1.3	3	-2
Cc1ccc(C)c(OCC(=O)N/N=C/c2ccc(N3CCOCC3)cc2)c1	0.0	4	x	-1.3	-3	3	0.4	10	-9
CC1=CC2(O)OCCN(CCO)C2=CC1=O (stereo not drawn)	-0.6	-1	0.2	0.5	-8	-4	-22	-3	2
CSc1nccc(Oc2cncc(Cl)c2)n1	0.2	-4	0.2	-0.8	7	0	0.7	-1	7
Cn1nnc2cc(C(=O)Nc3ccc4ccccc4c3)ccc21	0.1	-3	-0.4	-0.2	-8	2	0.4	0	12
COc1cccc(Nc2nc3ccccc3n3nnnc23)c1	-0.6	-5	1.5	-0.5	-6	2	x	0	5
CN(C)c1ccc(-c2cc(O)c3ncccc3c2)cc1	0.6	-6	0.0	-0.1	-17	-7	0.6	-8	9

Already shown: 2 of the compounds above.
SMILES	BoNT-A LC inh2	BoNT-F LC inh	PfHsp40 rescue	FadD28 binding	PrPC TRFRET	Anthrax LF inh2	TcdB inh	Yp Topo-I inh	CCHFV vOTU inh
COc1cccc(Nc2nc3ccccc3n3nnnc23)c1	-0.6	-5	1.5	-0.5	-6	2	x	0	5
CN(C)c1ccc(-c2cc(O)c3ncccc3c2)cc1	0.6	-6	0.0	-0.1	-17	-7	0.6	-8	9

Continuation:
SMILES	BoNT-A LC inh2	BoNT-F LC inh	PfHsp40 rescue	FadD28 binding	PrPC TRFRET	Anthrax LF inh2	TcdB inh	Yp Topo-I inh	CCHFV vOTU inh
CCN(CC(=O)NCc1ccc(F)cc1)C(=O)Cc1c(F)cccc1Cl	-2.3	-14	-1.3	-2.9	-8	10	2.3	-7	14
O=C(C1CCCCC1)N1CCN(c2nc(-c3ccc(F)cc3)cs2)CC1	-0.2	-1	-0.2	-2.7	6	-3	0.2	2	-7
Cc1n[nH]c(=S)n1/N=C/c1ccccc1	2.2	19	0.2	-4.6	1	3	x	-1	-4
CC(C)n1ncc2c(C(=O)N3CCN(c4ccccc4)CC3)cc(-c3ccccc3)nc21	3.3	2	3.6	-0.4	-1	-2	-0.9	25	-6
O=C1CC(c2ccc(F)cc2)SC(N(c2ccccc2)c2ccccc2)=N1 (stereo not drawn)	0.6	1	1.0	4.1	7	-1	x	25	4
O=c1c2ccccc2oc2ncccc12	0.9	-1	0.4	-2.0	-3	0	x	-1	10
O=C(COC(=O)CCc1ccc(S(=O)(=O)N2CCOCC2)cc1)Nc1cccc(Cl)c1	0.4	-2	0.3	-3.7	7	-2	-0.6	17	1
CCc1noc(C)c1C(=O)Nc1nc(-c2ccc(Cl)cc2Cl)c(C)s1	-0.5	0	-0.9	0.0	-2	0	x	-3	-3
O=Cc1cccc(Oc2ncccn2)c1	-0.6	-8	-0.5	-2.4	-6	-8	0.5	4	-11
COc1ccc(-c2c(C)nc3c(-c4ccccn4)cnn3c2N)cc1	-1.7	-25	1.6	1.4	6	-6	-0.2	7	-3
N#Cc1c(NC(=O)Cn2c(=O)oc3ccccc32)oc(-c2ccccc2)c1-c1ccccc1	0.1	10	-0.2	0.3	-4	3	x	5	-9
COc1ccc(NC(=O)c2ccc(N(C)S(C)(=O)=O)cc2)cc1OC	-0.3	-8	0.7	-2.5	-4	-4	0.5	0	-12
CC(C)c1ccc(/C=N/NC(=O)c2cccc(S(=O)(=O)N3CCOCC3)c2)cc1	-0.5	-1	-0.3	-2.8	5	0	0.1	-2	19
CC(=O)c1ccc(OCCCC(=O)OCC(=O)Nc2ccc3[nH]c(=O)[nH]c3c2)cc1	0.3	-10	0.3	-2.8	-9	0	1.1	2	-9
